OX1R antag: human HCRTR1 antagonism; O43613; CHO/OX1R cells, Fluo-8 calcium fluorescence, orexin A; inhibition, % at 5 µM; 0.43% of 330,000 active;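 active means inhibition above its plate's threshold, mean inhibition of all tested compounds on the plate plus 3 SD, cut at about 37% in these data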;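 further: 0% = orexin A challenge wells and 100% = SB-334867-A antagonist wells; not every result past the cut was called active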
Target sequence (O43613 whole entry, looked up): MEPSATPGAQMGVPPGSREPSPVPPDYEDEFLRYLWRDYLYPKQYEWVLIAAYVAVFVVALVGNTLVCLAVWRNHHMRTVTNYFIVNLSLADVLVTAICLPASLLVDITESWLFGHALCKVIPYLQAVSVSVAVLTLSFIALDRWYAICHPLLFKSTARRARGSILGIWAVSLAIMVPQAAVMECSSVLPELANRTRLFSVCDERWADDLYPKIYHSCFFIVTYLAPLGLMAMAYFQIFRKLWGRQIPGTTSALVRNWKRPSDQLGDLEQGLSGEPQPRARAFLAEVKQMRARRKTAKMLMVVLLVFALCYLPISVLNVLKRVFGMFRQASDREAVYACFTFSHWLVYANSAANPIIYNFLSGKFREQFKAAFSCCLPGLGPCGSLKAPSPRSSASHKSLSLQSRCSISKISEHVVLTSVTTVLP
CHT allo act: allosterically activates the human high affinity choline transporter; B-score at 10 µM; CHT-expressing cells, membrane potential dye, choline EC20; hits give high values; LV-AA mutant CHT in HEK293 cells; 0.49% of 310,000 active; Q9GZV3;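 active means initial fluorescence not abnormally high and integrated response B-score, plate-corrected, over 3 SD above library mean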
Target sequence (Q9GZV3 whole entry, looked up): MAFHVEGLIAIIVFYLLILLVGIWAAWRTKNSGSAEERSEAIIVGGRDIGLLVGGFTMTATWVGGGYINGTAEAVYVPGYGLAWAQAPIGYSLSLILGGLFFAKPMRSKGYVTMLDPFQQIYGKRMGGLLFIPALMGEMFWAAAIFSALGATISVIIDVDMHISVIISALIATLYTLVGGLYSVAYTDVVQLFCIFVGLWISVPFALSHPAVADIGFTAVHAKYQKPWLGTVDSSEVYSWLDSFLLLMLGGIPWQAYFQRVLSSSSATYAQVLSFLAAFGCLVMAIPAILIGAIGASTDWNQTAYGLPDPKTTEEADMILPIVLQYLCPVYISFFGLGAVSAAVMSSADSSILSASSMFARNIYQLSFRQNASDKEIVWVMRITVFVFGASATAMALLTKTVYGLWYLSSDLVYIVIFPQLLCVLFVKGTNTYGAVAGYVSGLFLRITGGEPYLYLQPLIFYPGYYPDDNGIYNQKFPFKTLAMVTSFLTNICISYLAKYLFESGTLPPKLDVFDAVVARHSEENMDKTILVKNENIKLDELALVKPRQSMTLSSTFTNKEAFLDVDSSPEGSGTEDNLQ
* = called active by the depositor. Rows are unselected; any-hit rate near 0.83%.

Screening Cc1c(C)n(CCc2ccccc2)c2ncnc(NCCO)c12 returned OX1R antag -13 and CHT allo act inactive.
Screening C=CCNC(=O)CSc1nnc(-c2cccs2)o1 returned OX1R antag -12 and CHT allo act inactive.
Cc1ccc2cc(CN(C)S(C)(=O)=O)c(=O)[nH]c2c1 was read as OX1R antag -9 and CHT allo act inactive.
`N=c1sccn1CC(=O)Nc1cc(Cl)ccc1Oc1ccccc1` gave OX1R antag -19 and CHT allo act inactive.
Screening Cc1ccc(-n2c(O)c(C=Nc3ccccc3-c3n[nH]c(=S)[nH]c3=O)c3ccccc3c2=O)c(C)c1 returned OX1R antag -31 and CHT allo act inactive.
`Cc1coc(NC(=O)CSc2nc(-c3ccncc3)cc(C(F)(F)F)c2C#N)n1` gave OX1R antag -29 and CHT allo act inactive.
`COc1ccc(C(C)=O)cc1CSc1nnc(SCc2cc(C(C)=O)ccc2OC)s1` gave OX1R antag -14 and CHT allo act inactive.
Screening O=C(Cn1cnc2c(cnn2-c2ccccc2)c1=O)NC1CCCC1 returned OX1R antag -7 and CHT allo act inactive.
For COC(=O)CNC(=O)CNC(=O)Nc1ccccc1Cl the results were OX1R antag -20 and CHT allo act inactive.
Screening COc1cccc(CN2CCNC(=O)C2CC(=O)N(Cc2cnn(C)c2)C(C)C)c1 (stereo not drawn) returned OX1R antag -17 and CHT allo act inactive.
Screening Cc1ccc(C(=O)O/N=C2/CC3CCC2(C)[C@@]3(C)CBr)cc1 (stereo partly drawn) returned OX1R antag -54 and CHT allo act inactive.
`COCCOC(=O)C1=C(C)NC(=S)NC1/C=C/c1ccccc1` (stereo not drawn) gave OX1R antag -21 and CHT allo act inactive.
Screening CCOC(=O)c1c(-c2ccccc2)oc2cc(Br)c(O)cc12 returned CHT allo act inactive.
CC(C)c1ccc(OCc2ccc(C(=O)N(C)C)o2)cc1 was read as OX1R antag -4 and CHT allo act inactive.
For CC1CN(C(=O)c2cc(Br)c(Br)s2)CC(C)O1 (stereo not drawn) the results were OX1R antag 9.
Screening COc1ccc(C2CC(=O)C(CS(=O)(=O)c3ccccc3)C(=O)C2)cc1 (stereo not drawn) returned OX1R antag -16 and CHT allo act inactive.
`O=C(c1cc(Br)ccc1Cl)N1CCN(c2ccccn2)CC1` gave CHT allo act inactive.
Screening CN(C)c1nc(N)c([N+](=O)[O-])c(NCC2CCCO2)n1 (stereo not drawn) returned OX1R antag 4 and CHT allo act inactive.
CCc1nnc(NC(=O)CSc2nnc(COc3ccc(C#N)cc3)n2-c2ccccc2)s1 was read as OX1R antag -10 and CHT allo act inactive.
CCOc1ccc(NC(=O)CC2C(=O)N(c3ccc(OCC)cc3)C(=S)N2C2CC2)cc1 (stereo not drawn) was read as OX1R antag -21 and CHT allo act inactive.
Screening Cc1nc2c(-c3ccc(F)cc3)c(C)nn2c(C)c1CCC(=O)N1CCN(c2ccc(F)cc2)CC1 returned OX1R antag -18 and CHT allo act inactive.
Cc1ccc(S(=O)(=O)N2CCOCC2)cc1NC(=O)CSc1cccc[n+]1[O-] was read as OX1R antag -3 and CHT allo act inactive.
`Cc1cc(Nc2ccccc2N2CCOCC2)n2ncnc2n1` gave OX1R antag -10 and CHT allo act inactive.
`CN(C)c1ccc(C=C2C(=O)OC(C)(C)OC2=O)cc1` gave OX1R antag -14 and CHT allo act inactive.
Screening COC(=O)/C=C1/S/C(=N/NC(=O)c2ccc(Cl)cc2Cl)NC1=O returned OX1R antag -11 and CHT allo act inactive.
`COc1ccc(/C=C2/SC(=O)N(CCC(=O)Nc3ccccc3)C2=O)cc1OC` gave OX1R antag -8 and CHT allo act inactive.
For COc1cc(/C=C2/SC(=S)N(CCC(=O)Nc3ccccc3)C2=O)cc(OC)c1OC the results were OX1R antag -20 and CHT allo act inactive.
S=C(NCc1ccccc1)N1CCn2cccc2C1c1ccncc1 (stereo not drawn) was read as OX1R antag -18 and CHT allo act inactive.
`Cc1ccc(SCCCn2cncn2)cc1` gave OX1R antag 4 and CHT allo act inactive.
`CCOc1ccc(N=C(NC#N)SCC(=O)NC2CC2)cc1` gave OX1R antag -20 and CHT allo act inactive.
`O=C1C(=O)N(CCN2CCOCC2)C(c2cccnc2)/C1=C(/O)c1ccccc1` (stereo not drawn) gave OX1R antag -4 and CHT allo act inactive.
For CC(C)C(c1nnnn1C(C)(C)C)N1CCOCC1 (stereo not drawn) the results were OX1R antag -9 and CHT allo act inactive.
For CSc1nc2nc3c(cc2c(=O)n1-c1cccc(C)c1)COC(C)(C)C3 the results were OX1R antag -14 and CHT allo act inactive.
Screening Cc1ccc(N(C(=O)c2ccccn2)C2(C(=O)NC3CCCC3)CCCCC2)cc1 returned OX1R antag -26 and CHT allo act inactive.
`CCCCC(=O)Nc1ccc(NC(=O)c2ccco2)cn1` gave OX1R antag -23 and CHT allo act inactive.
CCN(CC)CCNC(=O)c1ccc(NC2=NC3CS(=O)(=O)CC3S2)cc1 (stereo not drawn) was read as OX1R antag 6 and CHT allo act inactive.
O=C(COC(=O)c1ccc(Cl)cc1O)Nc1cccnc1Cl was read as OX1R antag -13 and CHT allo act inactive.
`CCOC(=O)COn1c(=O)c(-c2ccc(OCC)cc2)[n+]([O-])c2ccccc21` gave OX1R antag -32 and CHT allo act inactive.
Screening CC(C)(C)NC(=O)c1ccc2c(c1)N(CC(=O)NC1CCCC1)C(=O)C(C)(C)O2 returned OX1R antag -58 and CHT allo act inactive.
`CN(C)S(=O)(=O)c1ccc(C(=O)OCCn2cnc3c2c(=O)n(C)c(=O)n3C)cc1` gave OX1R antag -9 and CHT allo act inactive.
Screening Cc1nc2nc(C)c(CCC(=O)NC3CCCCC3)c(C)n2n1 returned OX1R antag -3 and CHT allo act inactive.
`O=C1[C@H]2[C@@H](c3ccc(F)cc3)N3C(=O)N(c4ccccc4)C(=O)[C@@]3(Cc3ccc(Cl)cc3)[C@H]2C(=O)N1C1CCCCC1` gave OX1R antag -40 and CHT allo act inactive.
Cc1cc(C(=O)COc2cccnc2[N+](=O)[O-])c(C)n1-c1ccccc1 was read as OX1R antag -15 and CHT allo act inactive.
For C=C(C)Cn1c(SCC(=O)O)nnc1-c1ccccc1 the results were OX1R antag -3 and CHT allo act inactive.
`CC(Oc1cccc(Cl)c1)C(=O)Nc1ccc([N+](=O)[O-])cn1` (stereo not drawn) gave OX1R antag -16 and CHT allo act inactive.
Cc1cc2cc(C)c3nnc(SCC(=O)NCc4ccc5c(c4)OCO5)n3c2cc1C was read as OX1R antag -9 and CHT allo act inactive.
`c1ccc(OCCCn2nnc(-c3ccc(N4CCOCC4)cc3)n2)cc1` gave OX1R antag -8 and CHT allo act inactive.
`O=C1C2C3C=CC(C4CC34)C2C(=O)N1Cc1ccccc1` (stereo not drawn) gave OX1R antag -24 and CHT allo act inactive.
For COc1cc(/C=C2\C(=N)N3N=C(N4CCOCC4)SC3=NC2=O)ccc1OC(=O)c1ccccc1 the results were OX1R antag -5 and CHT allo act inactive.
`C=CCNC(=O)C1CC=CCC1C(=O)O` (stereo not drawn) gave OX1R antag -13 and CHT allo act inactive.
For O=C(Nc1ccccc1)Nc1nc(-c2ccccc2)cs1 the results were OX1R antag 21 and CHT allo act inactive.
Cc1sc(NC(=O)c2ccccc2)c(C#N)c1-c1ccccc1 was read as OX1R antag -25 and CHT allo act inactive.
Screening CC1C(=O)N2CCCc3cc(NC(=O)C(=O)NCCc4c[nH]c5ccccc45)cc1c32 (stereo not drawn) returned OX1R antag -16 and CHT allo act inactive.
Cc1noc(NS(=O)(=O)c2ccc(NC(=O)c3cc4ccccc4o3)cc2)c1C was read as OX1R antag -14.
COc1ccc(C)cc1S(=O)(=O)N(C)CC(N)=O was read as OX1R antag 7 and CHT allo act inactive.
CC(C)NC(=O)Cn1c(SCC(=O)N2CCCCCC2)nc2ccccc21 was read as OX1R antag -23 and CHT allo act inactive.
CCn1cc(Br)c(C(=O)Nc2cccc(SC)c2)n1 was read as OX1R antag -8 and CHT allo act inactive.
For CCC1(c2ccccc2)NC(=O)N(CC(=O)N2CC(=O)Nc3ccccc32)C1=O (stereo not drawn) the results were OX1R antag 9.
`O=C(COc1ccccc1F)Nc1cc(S(=O)(=O)Nc2cccc(Cl)c2)ccc1O` gave OX1R antag 75*.
Cc1ccc2nc(Nc3ccc(F)cc3)c3nncn3c2c1 was read as OX1R antag -2 and CHT allo act inactive.
`Cc1onc(C(=O)Nc2ccccc2C(F)(F)F)c1[N+](=O)[O-]` gave OX1R antag -3 and CHT allo act inactive.
`CCC(C)[C@@H](N)C(=O)N/N=C/c1cccc2nccnc12` (stereo partly drawn) gave OX1R antag 4 and CHT allo act inactive.
Screening O=C(CSc1nnc(Cc2cc(=O)[nH]c(=O)[nH]2)n1-c1ccc(F)cc1)NC1CCCC1 returned OX1R antag -4 and CHT allo act inactive.
For CC1(C)Cc2c(cnn2-c2cccc(F)c2)C(NC(=O)c2cc[n+]([O-])cc2)C1 (stereo not drawn) the results were OX1R antag 1 and CHT allo act inactive.
Screening Cc1ccc2cc(C#N)c(SCC(=O)N3CCCC3)nc2c1 returned OX1R antag -11 and CHT allo act inactive.
`COCC(C)n1c(C)cc(C(=O)COC(=O)CCc2nc3ccccc3c(=O)[nH]2)c1C` (stereo not drawn) gave OX1R antag -26 and CHT allo act inactive.
`CCCc1cc(=O)[nH]c(SCC(=O)NC2CCCCC2)n1` gave OX1R antag -4 and CHT allo act inactive.
O=c1c2cn[nH]c2[nH]c(=S)n1-c1ccccc1Cl was read as OX1R antag 1 and CHT allo act inactive.
`Cc1ccc(-c2n[nH]c(=O)c3ccccc23)cc1S(=O)(=O)NC(C)(C)C` gave OX1R antag -26 and CHT allo act inactive.
CC(C)NC(=O)C1CCN(Cc2cccc(Oc3ccccc3)c2)CC1 was read as CHT allo act inactive.
COc1ccc(N2CCN(C(=O)c3ccccc3N(C)S(=O)(=O)c3ccccc3)CC2)cc1 was read as OX1R antag -30 and CHT allo act inactive.
Screening Cc1ccc(CNC(=O)COC(=O)CCC(=O)c2cccs2)cc1 returned OX1R antag -9 and CHT allo act inactive.
O=C(NCc1ccc(F)cc1)c1cccnc1C(=O)O was read as OX1R antag -5 and CHT allo act inactive.
For COC(=O)CSc1nnc(-c2cnccn2)n1C the results were OX1R antag -5 and CHT allo act inactive.
`COc1ccc2cc(CCNS(=O)(=O)c3ccc(NC(C)=O)cc3)c(=O)[nH]c2c1` gave OX1R antag -1 and CHT allo act inactive.
For CCCSCCCNC(=O)CN1C(=O)COc2ccc(S(=O)(=O)N3CCCC3)cc21 the results were OX1R antag -22 and CHT allo act inactive.
For CC(=O)n1cc(Nc2ccccc2C(=O)O)c2ccccc21 the results were OX1R antag -19 and CHT allo act inactive.
`Fc1cccc(Cl)c1CNC(c1ccccc1)c1ccccc1` gave OX1R antag -30 and CHT allo act inactive.
Screening CCOC(=O)C1CCN(C(=O)Cc2c(C(=O)O)[nH]c3ccccc23)CC1 returned OX1R antag -9 and CHT allo act inactive.
Screening CCN(C(=O)COC(=O)c1cc(C)oc1C)c1c(N)n(Cc2ccccc2)c(=O)[nH]c1=O returned OX1R antag -1.
For O=C(Nc1cccnc1)Nc1ccccc1Cl the results were OX1R antag 3 and CHT allo act inactive.
`c1ccc2c(c1)[nH]c1nc3nncn3nc12` gave OX1R antag -15 and CHT allo act inactive.
`CCCn1c(N)c(N(CCOC)C(=O)c2cccc(C(F)(F)F)c2)c(=O)[nH]c1=O` gave OX1R antag -15 and CHT allo act inactive.
For O=C(CN1C(=O)COc2ccc(Cl)cc21)N1CCCCC1 the results were OX1R antag -19 and CHT allo act inactive.
Screening COCCn1c(SCC(=O)NC2CCCC2)nc2cccnc21 returned OX1R antag -4 and CHT allo act inactive.
For COc1cc(OC)c(C(=O)OCC(=O)c2ccc3c(c2)NC(=O)CO3)cc1OC the results were OX1R antag -4.
`Cn1cc(-c2nnnn2-c2ccc(Cl)cc2)c(=O)c2ccccc21` gave OX1R antag -23 and CHT allo act inactive.
For CCn1c(=O)cc(OCC(=O)Nc2cc(C)ccn2)c2ccccc21 the results were OX1R antag -9 and CHT allo act inactive.
CCO[C@H]1OC(C(=O)Nc2ccccc2)=C[C@@H](C2CC2)[C@@H]1CCCO was read as OX1R antag -20 and CHT allo act inactive.
Screening O=C(Oc1ccc(Cl)c2cccnc12)c1ccco1 returned OX1R antag 5 and CHT allo act inactive.
For O[C@@H]1CN(C2CCCCC2)CC[C@H]1N1CCN(CCc2ccccc2)CC1 the results were OX1R antag -15 and CHT allo act inactive.
For CCOc1ccccc1N1CC(C(=O)NC2CCCCCC2)CC1=O (stereo not drawn) the results were OX1R antag -26.
For O=C(Nc1ccc(F)c(F)c1)c1ccc2c(c1)OCO2 the results were OX1R antag -10 and CHT allo act inactive.
